Assay outcomes as filed in PubChem BioAssay.
DT40 TDP1 CPT: growth inhibition of DT40 Tdp1-/-;hTDP1 cells with camptothecin (screen for TDP1 inhibitors) | chicken DT40 Tdp1-/-;hTDP1 cells + 20 nM CPT, ATP luminescence, 48 h | Potency, µM (top dose mostly 46.2 µM), without a hit: at the top dose activity change, negative = growth inhibition, actives largely listed as inhibitors | actives 12% (n = 420,000); also: nearly all actives have a fitted effect of over 55% in size
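Cell growth measured by CellTiter-Glo luminescence after a minimum 48 h, 37 C compound exposure with 20 nM CPT in Tdp1-knockout DT40 cells stably expressing hTDP1, seeded 400/well; qHTS titration format.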
GCN5L2 inh: GCN5L2 (KAT2A) acetyltransferase inhibition; Q92830; AID 504327; GCN5L2 HAT assay, ThioGlo1 CoA-SH fluorescence; Potency, µM (titrated, usually from 58.9 µM), for the others: at the highest dose activity change, negative = inhibition, hits mostly inhibitors; actives 0.21% (n = 390,000)
Target sequence (Q92830 whole entry, looked up): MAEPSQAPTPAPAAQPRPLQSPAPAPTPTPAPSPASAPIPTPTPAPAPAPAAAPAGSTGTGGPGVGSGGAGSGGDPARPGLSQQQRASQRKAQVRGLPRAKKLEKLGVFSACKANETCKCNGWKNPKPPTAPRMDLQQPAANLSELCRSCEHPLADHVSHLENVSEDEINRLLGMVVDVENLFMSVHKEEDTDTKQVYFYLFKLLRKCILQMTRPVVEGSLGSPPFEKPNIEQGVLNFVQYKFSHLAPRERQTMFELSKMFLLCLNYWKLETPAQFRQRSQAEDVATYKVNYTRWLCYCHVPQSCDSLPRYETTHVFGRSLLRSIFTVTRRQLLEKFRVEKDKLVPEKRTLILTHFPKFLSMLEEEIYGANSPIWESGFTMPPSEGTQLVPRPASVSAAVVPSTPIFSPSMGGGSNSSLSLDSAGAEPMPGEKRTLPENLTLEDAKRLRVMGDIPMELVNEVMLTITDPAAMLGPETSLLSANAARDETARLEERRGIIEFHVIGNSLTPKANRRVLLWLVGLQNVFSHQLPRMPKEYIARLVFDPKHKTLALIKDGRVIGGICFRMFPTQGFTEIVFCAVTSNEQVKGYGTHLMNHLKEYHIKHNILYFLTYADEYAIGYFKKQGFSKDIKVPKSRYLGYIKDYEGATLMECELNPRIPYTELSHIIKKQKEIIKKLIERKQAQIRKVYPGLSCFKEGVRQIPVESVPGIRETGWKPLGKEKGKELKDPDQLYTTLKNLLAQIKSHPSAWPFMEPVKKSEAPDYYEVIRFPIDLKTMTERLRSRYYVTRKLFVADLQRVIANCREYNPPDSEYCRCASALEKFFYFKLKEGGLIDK
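qHTS, 1536-well. 20nM enzyme, pH 7.5 HEPES/EDTA/Tween-20 buffer; 15 min compound preinc., RT. Start: 75uM H3(1-25), 70uM AcCoA, 50uM ThioGlo1. Read Ex340/Em540 at t=0 (autofluorescence flag) and t=20 min.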
TDP1 cell noCPT: qHTS for Inhibitors of human tyrosyl-DNA phosphodiesterase 1 (TDP1): qHTS in cells in absence of CPT; actives 15% (n = 420,000); Potency, µM (titrated, usually from 46.2 µM), for the others: top-dose activity change, negative = growth inhibition, hits mostly inhibitors; DT40 Tdp1-/- hTDP1 cells, no CPT, ATP luminescence, 48 h; also: nearly all actives have a fitted effect of over 55% in size
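A cellular qHTS used chicken DT40 cells lacking endogenous Tdp1 but carrying stably transfected human TDP1. Compounds were applied without camptothecin, and cell growth kinetics were judged by ATP-dependent luminescence after ≥48 hr.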
The depositor's hits bear a star; ? = inconclusive; / = no result given; & = joins results of further samples; [ ] = remark or other dose. Calls follow the shape of the dose curve; as a rule, active = well fitted curve in the direction sought with a large enough effect; inconclusive = small, poorly fitted or top-dose-only effect, or another doubt; inactive = no such curve, though single readings can be large; an effect the other way counts as inactive or inconclusive. % is scaled to controls: 0 for no effect and ±100 for the full control effect; potency is read from the fitted curve at half-maximal effect.

SMILES	DT40 TDP1 CPT	GCN5L2 inh	TDP1 cell noCPT
COc1ccc(-n2c(SCC(=O)N/N=C(\C)c3cccnc3)nc3ccccc3c2=O)cc1	-8%	-9%	?
O=c1[nH]c(N2CCCCC2)nc2ncn(Cc3ccccc3)c12	?	17%	?
CCC(C)c1ccc(NC(=O)C2CCCN(c3ncccn3)C2)cc1 (centres undefined)	21µM*	-10%	18µM*
CCn1c2ccccc2c2cc(NC(=O)CSc3nnc(-c4cccc(Cl)c4)o3)ccc21	?	1%	?
COc1ccc(CCNC(=O)[C@H](CCSC)NC(=O)N2CCn3c2nc2ccccc23)cc1OC	?	-2%	-19%
Cc1[nH]c2ccccc2c1C1(O)C(=O)N(Cc2ccc(Cl)cc2)c2ccccc21 (centres undefined)	5.8µM*	-8%	5.2µM*
CCC(=O)Nc1nnc(SCc2ccc(F)cc2)s1	-14%	-6%	-23%
CN(C)CCNC(=O)c1cccc(S(=O)(=O)Nc2ccccc2F)c1	-8%	0%	-5%
O=C(OCC(=O)N(CCc1ccccc1)Cc1ccccc1)c1ccccc1O	18µM*	-6%	?
O=C(NCc1ccco1)c1nc2c(nnn2Cc2cccc(Cl)c2)c(=O)[nH]1	-9%	-11%	-20%
CCCc1[nH]n(-c2ccc([N+](=O)[O-])cc2)c(=O)c1C=NCCc1ccc(OC)c(OC)c1	?	0%	?
O=C1CC(c2ccc3c(c2)OCO3)C2=C(CCCC2=O)N1 (centres undefined)	-2%	-2%	-9%
O=C(Cc1n[nH]c(=O)c2ccccc12)NCc1ccccc1	?	-1%	-20%
CCOC(=O)c1c(C)[nH]c(C)c1C(=O)CSc1nnc(-c2ccc(OC(F)F)cc2)o1	?	-10%[0.501 µM]	12µM*
O=C(c1cccc([N+](=O)[O-])c1)N1CCN(C/C=C/c2ccccc2)CC1	-12%	9%	?
S=C(N/N=C/c1cccc2ccccc12)Nc1cccc(Cl)c1	-6%	-1%	?
CCCOC(=O)c1c(NC(=O)/C=C/c2cnn(C)c2C)sc(C(=O)OCC)c1C	?	-5%	-25%
C/C(=N\NC(=O)C1(C)CC1(Br)Br)c1cccc(NC(=O)C(C)(C)C)c1 (centres undefined)	-9%	-1%	?
CCOc1ccccc1CN1CCNC(=O)C1CC(=O)N(C)CCc1cnn(C)c1 (centres undefined)	-2%	-20%	4%
COC(=O)C1=C(C(=O)OC)[C@@H]2N(C)c3ccccc3[C@@]23C[C@@H](C(=O)OC)N(C(=O)COCc2ccccc2)C3=N1	?	-17%	?
CC1=C(C(=O)Nc2cccc(C(F)(F)F)c2)C2(CCCCCC2)OC1=O	16µM*	-20%	?
Cc1cc(NC(=O)c2cccc(F)c2)ncc1NC(=O)c1ccco1	?	-4%	?
COc1ccc(N(CC(=O)Nc2ccc(C)cc2C)S(=O)(=O)c2c(C)n[nH]c2C)cc1	-11%	-2%	18µM*
O=C(CNCc1ccc(Cl)cc1)NCc1ccco1	-2%	-3%	-1%
COc1ccccc1NC(=O)C(=O)Nc1ccccn1	-5%	-4%	-10%

Part of the list above, showing only DT40 TDP1 CPT and GCN5L2 inh:
canonical_smiles	DT40 TDP1 CPT	GCN5L2 inh
O=c1[nH]c(N2CCCCC2)nc2ncn(Cc3ccccc3)c12	?	17%
COc1ccc(N(CC(=O)Nc2ccc(C)cc2C)S(=O)(=O)c2c(C)n[nH]c2C)cc1	-11%	-2%

Carrying on.
SMILES	DT40 TDP1 CPT	GCN5L2 inh	TDP1 cell noCPT
CCn1c(SCC(=O)Nc2ccc(NC(C)=O)cc2)nnc1C1CC1	-2%	-6%	-1%
CCOc1ccc(-c2cn3nc(CC(C)C)sc3n2)cc1	-18%	-12%	?
COc1ccc(/C=N/NC(=O)c2cccnc2)cc1CN1CCc2ccccc2C1	?	-2%	?
O=C(Nc1ccccc1O)c1ccccc1O	?	-13%	?
CN1CCN(C(CNS(=O)(=O)c2ccc([N+](=O)[O-])cc2)c2ccc(F)cc2)CC1 (centres undefined)	?	-2%	-17%
Cc1ccc(S(=O)(=O)N2CCOCC2)cc1C(=O)Nc1ccccc1N1CCCC1	-27%	-7%	?
CCC(=O)Nc1ccc(S(=O)(=O)NCc2cccn2Cc2cccc(C)c2)cc1	21µM*	4%	23µM*
COc1cc(C(=O)Nc2cccc3ncccc23)cc(OC)c1OC	-8%	-3%	0%
CC(=O)NC(=S)Nc1ccccc1N1CCN(C(=O)c2ccccc2)CC1	-21%	-10%	?
Cc1onc(-c2ccccc2Cl)c1C(=O)OCc1cnc(Cl)s1	?	-13%	?
Cc1cccn2cc(-c3ccc4c(c3)NC(=O)CO4)nc12	?	2%	?
Cc1ccc(NCc2nnc(SCC(=O)Nc3ccccc3)n2CC2CCCO2)c(C)c1 (centres undefined)	-16%	-11%	?
Cc1ccc(C2Nc3cccc4cccc(c34)N2)cc1	2.6µM*	-2%	?
COc1ccc(CNC(=O)[C@H](C)NC(=O)C2CCN(C(=O)[C@H](CCSC)NC(=O)OC(C)(C)C)CC2)cc1	-5%	-10%	?
O=S(=O)(c1ccc(NC(=S)NCCc2ccccc2)cc1)N1CCOCC1	?	1%	?
CCCNC(=O)c1ccc(S(N)(=O)=O)cc1	-7%	?	-6%
CCCS(=O)(=O)N1CCC(C(=O)NCCc2ccc(C)cc2)CC1	0%	-1%	-9%
O=C(Cc1ccc2c(c1)OCO2)NN=Cc1ccc([N+](=O)[O-])o1	?	-3%	12µM*
Cc1nnc(SCC(=O)NNC(=O)c2ccc(F)cc2)n1Cc1ccccc1	-19%	-2%	1%
CCN(CC)C(=O)C1CCCN(c2ccccc2[N+](=O)[O-])C1 (centres undefined)	15%	-16%	4%
CC(C)(C)Nc1nc(-c2ccc3c(c2)CCN3C(=O)C2CC2)cs1	?	-5%	?
CSCCC(NC(=O)c1ccco1)C(=O)NNC(=O)c1n[nH]c(=O)c2ccccc12 (centres undefined)	?	-5%	13%
CCCNC(=O)OC1CC2CC1[C@H]1CCCCN1C2=O (some centres undefined)	-7%	/	-19%
COc1ccc(-c2c(C)c3cc(O)ccc3oc2=O)cc1	-25%	-8%	?
Nc1nc(-c2cccnc2)nc(N2CCCCC2)n1	-22%	-3%	-3%
Next section.
SMILES	DT40 TDP1 CPT	GCN5L2 inh	TDP1 cell noCPT
COc1cc2c(cc1OC)CN(C(=O)CCCOc1ccc(Cl)cc1Cl)CC2	16µM*	-26%	18µM*
O=C(CNc1cccc(Cl)c1)c1ccc(Cl)cc1	-28%	-1%	-27%
O=C1c2cccc3cccc(c23)C(=O)N1CCN1CCN(CC(O)COCc2ccc(Cl)cc2)CC1 (centres undefined)	8.2µM*	-9%	15µM*
[N-]=[N+]=CC(=O)c1ccnc(C(=O)C=[N+]=[N-])c1	?	-2%	?
CCOC(=O)c1c(NC(=O)Cn2nnc(-c3ccc(Cl)cc3)n2)sc(CC)c1C	?	-15%	?
COc1cccc(CNC(=O)Cn2cc3c(n2)-c2c(oc(C(=O)N4CCOCC4)c2C)CC3)c1	18µM*	-2%	21µM*
N/C(=N\OC(=O)COc1ccccc1)c1ccc(Cl)cc1	-17%	29%	-21%
CCOC(=O)CSc1nnc2cc(C)c3ccccc3n12	-3%	-6%	-1%
CCn1cc(C(=O)NCCCN2CCC(C)CC2)c2cc(OC)c(OC)cc2c1=O	6%	-3%	-15%
CN(CCCC1CCCC1)C(=O)c1cc(COc2ccc(F)cc2F)on1	?	-9%	?
Cc1ccc(C(=O)N(CC(=O)Nc2ccc(Cl)c(Cl)c2)Cc2ccco2)cc1	-4%	-10%	-7%
COc1ccc(-c2nc3scc(CCNS(=O)(=O)c4cc(F)ccc4OC)n3n2)cc1OC	?	-1%	21µM*
O=C(CN(CC1CCCO1)C(=O)Cn1nnc(-c2ccc(F)cc2)n1)NC1CCCCC1 (centres undefined)	?	-2%	-5%
CCNC(=O)C1CCCN(C(=O)c2cccc(C(F)(F)F)c2)CC1 (centres undefined)	-14%	/	-17%
CCCCCCC1CCC(C(=O)NC(C(=O)O)C(C)C)CC1 (centres undefined)	-29%	0%	-29%
CCOc1ccc(N2CC(C(=O)N/N=C/c3sccc3C)CC2=O)cc1 (centres undefined)	10%	-3%	?
CS(=O)(=O)N(CC(=O)N/N=C/c1cccc2c1OCCO2)c1ccccc1Br	-10%	-1%	-4%
CCN1C(=O)[C@H]2[C@H]3CN=C(SCc4ccc(Cl)cc4)N3[C@@](CC)(C(=O)OC)[C@H]2C1=O	?	0%	?
CCCn1nnc(NC(=O)c2ccc(-c3cc(Cl)ccc3Cl)o2)n1	-16%	-3%	?
COc1ccc(Br)cc1S(=O)(=O)N1CCN=C1C	-2%	-1%	-24%
C/C=C/c1ccc2c(c1)O[C@H](CN(C)C(=O)NC1CCCC1)[C@H](C)CN([C@H](C)CO)S2(=O)=O	18µM*	/	21µM*
O=C(Cn1cc2c(n1)CCCC2)NC1CCN(Cc2ccccc2)CC1	-1%	-3%	1%
C=C1C2CC[C@@]3(C)C(c4ccoc4)OC(=O)C[C@@]13OC1CC(O)C(C)(C)C(CC(=O)OC)[C@@]12C (some centres undefined)	-5%&-22%	-8%&-3%	-23%&-12%
CN1CCc2c(sc3c2C(=O)NC(c2ccc(OC(=O)c4ccc(Cl)cc4)cc2)N3)C1 (centres undefined)	?	-19%	?
CCn1c(=O)c2cc(S(=O)(=O)NC3CCCCC3)ccc2n(CC)c1=O	-14%	-19%	-22%

Grouped by structure, those above containing a nitro group on carbon.
SMILES	DT40 TDP1 CPT	GCN5L2 inh	TDP1 cell noCPT
CCCc1[nH]n(-c2ccc([N+](=O)[O-])cc2)c(=O)c1C=NCCc1ccc(OC)c(OC)c1	?	0%	?
O=C(c1cccc([N+](=O)[O-])c1)N1CCN(C/C=C/c2ccccc2)CC1	-12%	9%	?
CN1CCN(C(CNS(=O)(=O)c2ccc([N+](=O)[O-])cc2)c2ccc(F)cc2)CC1 (centres undefined)	?	-2%	-17%
O=C(Cc1ccc2c(c1)OCO2)NN=Cc1ccc([N+](=O)[O-])o1	?	-3%	12µM*
CCN(CC)C(=O)C1CCCN(c2ccccc2[N+](=O)[O-])C1 (centres undefined)	15%	-16%	4%

Going on with the list.
SMILES	DT40 TDP1 CPT	GCN5L2 inh	TDP1 cell noCPT
Cc1cc(-c2nnc(CCC(=O)N(CC3CCC3)CC3CCCO3)o2)no1 (centres undefined)	?	1%	-15%
Cn1c(CC(=O)Nc2ccccc2C(F)(F)F)c(Sc2ccccc2)c2ccccc21	-20%	49%[activator]	-21%
c1ccc(CNc2nc(NCc3ccccc3)c3ccccc3n2)cc1	5.8µM*	-6%	5.2µM*
N#Cc1ccccc1OCC(=O)N1N=C(c2cccs2)CC1c1ccco1 (centres undefined)	?	-4%	?
COc1ccc(C(=O)N/C(=C\c2cn(S(=O)(=O)N(C)C)c3ccccc23)C(=O)N2CCOCC2)cc1	-4%	-6%	18%
C=CCN(CC=C)C(=S)Nc1cc(Cl)ccc1OC	4%	1%	13%
CCOC(=O)c1cc2oc(C(c3nnnn3C3CCCCC3)N3CCOCC3)cc2[nH]1 (centres undefined)	?	-2%	?
Nc1ccc2ccc(O)cc2c1	-27%	/	-12%
COc1ccc(N2CCN(C(=O)CSc3nnc(C4CC4)n3C3CC3)CC2)cc1	-16%	/	-6%
COc1ccccc1-n1cnnc1SCC(=O)c1c[nH]c2ccccc12	-24%	-6%	-25%
Cc1cccc(CSc2nnnn2-c2ccccc2)c1	?	-11%	-20%
COc1ccc(NC(=O)C2(C)Cc3c(-c4ccccc4)ccnc3O2)cc1OC (centres undefined)	?	/	?
O=C(NCc1ccco1)C1(S(=O)(=O)c2ccc(Cl)cc2)CC1	-12%	-2%	-4%
C#CCOc1ccc2c(C)cc(=O)oc2c1	17%&-8%	1%&-2%	?
N#C/C(=C\c1ccc(N2CCOCC2)o1)C(=O)NCCc1ccccc1	?	3%	?
COc1cc(NS(=O)(=O)c2ccc(NC(=S)NC(=O)c3sc4ccccc4c3Cl)cc2)ncn1	-1%	1%	-2%
Cc1ccc(S(=O)(=O)n2nc(OC(=O)C(C)(C)C)cc2N)cc1	5%	-7%	-30%
COc1cc(C(=O)Nc2oc(-c3ccccc3)c(-c3ccccc3)c2C#N)cc(OC)c1OC	?	1%	?
COc1ccccc1N1CN(CCc2ccccc2)CNC1=S	-5%	-9%	-20%
NS(=O)(=O)c1ccc(NC(=O)COC(=O)CCc2ccccc2)cc1	-24%	-3%	-3%
Cc1c[nH]c2cccc(OCC(O)CNC(C)(C)C)c12 (centres undefined)	5%	-2%	-6%
CCOC(=O)CCSc1nc(C)c2ccccc2n1	-19%	2%	-11%

Compound profiles, from the list above. Order of screens: DT40 TDP1 CPT, GCN5L2 inh, TDP1 cell noCPT
Cc1cc(-c2nnc(CCC(=O)N(CC3CCC3)CC3CCCO3)o2)no1 (centres undefined) in the list: ?, 1%, -15%
c1ccc(CNc2nc(NCc3ccccc3)c3ccccc3n2)cc1 in the list: 5.8µM*, -6%, 5.2µM*
